From PubChem BioAssay
RGS4 block: inhibitors of human RGS4; HEK293 M3R/RGS4 inducible, Fluo-4 calcium flux; stronger effect = higher value; triggered by carbachol at its EC20; B-score at 10 µM; 310,000 compounds, 0.45% hits;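 active means B-score, a plate-corrected calcium signal, over three deviations above library mean, with baseline fluorescence within five deviations of library mean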;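 further: RGS4 expression induced by doxycycline in cells with stable M3 receptor; B-score is computed from the integrated fluorescence ratio over baseline after carbachol; higher B-score means a larger calcium signal and so more RGS4 inhibition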
RGS4 act: potentiators or activators of RGS4. B-score at 10 µM. HEK293 M3R/inducible RGS4, carbachol calcium flux Fluo4; stronger effect = lower value. 310,000 compounds, 0.92% hits;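 active means B-score of the integrated calcium signal more than 4 SD below the library mean, with starting fluorescence not abnormally high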;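 further: negative B-score means reduced calcium response which marks RGS4 activation or potentiation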
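Reagent: ECmax carbachol challenge; Test system: M3R-expressing HEK293 line, RGS4 induced by doxycycline; Schedule: overnight RGS4 induction, 30 min dye load 37 °C, 20 min compound RT; Detection: calcium dye Fluo4 fluorescence; Read-out: Agonist-evoked peak-minus-minimum fluorescence over baseline, integrated ratio, B score.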
KCNK9 inh: human KCNK9 channel inhibition; Q9NPC2; HEK293 KCNK9, FluxOR thallium flux fluorescence; stronger effect = lower value; B-score at 10 µM; 310,000 compounds, 1.2% hits; AID 488922;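 active means ratio B-score over 3 SD below the library mean, with starting fluorescence within 5 SD of its mean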;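 further: negative B-score means less thallium flux so channel inhibition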
GSK3A inh: blocks human GSK-3 alpha kinase; inhibition, % at 10 µM; P49840; 320,000 compounds, 0.1% hits; ADP-Glo luminescence, 60 min;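 in the data active means inhibition above about 50%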;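 further: GST-tagged GSK-3 alpha with peptide substrate and 25 µM ATP; 0% = DMSO neutral wells and 100% = GW8510 positive control wells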
Target sequence (P49840 whole entry, looked up): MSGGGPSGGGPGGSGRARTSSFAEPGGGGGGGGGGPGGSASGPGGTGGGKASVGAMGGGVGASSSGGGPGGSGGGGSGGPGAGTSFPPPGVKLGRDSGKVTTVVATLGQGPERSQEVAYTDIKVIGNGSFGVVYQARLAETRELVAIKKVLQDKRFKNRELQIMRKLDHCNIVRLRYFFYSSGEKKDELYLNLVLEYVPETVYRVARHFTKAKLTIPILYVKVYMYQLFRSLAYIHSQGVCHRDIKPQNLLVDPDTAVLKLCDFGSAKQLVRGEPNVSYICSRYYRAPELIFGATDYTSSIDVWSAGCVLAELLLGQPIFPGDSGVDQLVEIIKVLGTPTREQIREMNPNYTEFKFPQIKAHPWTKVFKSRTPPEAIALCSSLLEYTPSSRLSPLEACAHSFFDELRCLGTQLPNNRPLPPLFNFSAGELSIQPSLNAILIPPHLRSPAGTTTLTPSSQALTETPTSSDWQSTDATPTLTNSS
KCNQ1 inh: blocks the human KCNQ1 potassium channel; CHO-K1 KCNQ1, FluxOR thallium flux fluorescence; stronger effect = higher value; B-score at 10 µM; 310,000 compounds, 1.3% hits; P51787;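 active means compounds whose thallium flux B-score, printed positive for inhibition, exceeds three library SD while starting fluorescence stays within three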;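 further: channel opened by potassium depolarization with thallium stimulus after 20 min compound exposure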
GSK3B inh: inhibitors of human GSK3beta kinase; P49841; GST-GSK3beta kinase, ADP-Glo luminescence, 60 min; stronger effect = lower value; activity score (negative = inhibition), % at 10 µM; 300,000 compounds, 0.038% hits; AID 2097;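 active means more than half of replicate wells score below -50%, meaning over 50% inhibition versus plate controls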;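 further: 0% = median DMSO wells and -100% = median GW8510 positive control wells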
Target sequence (P49841 whole entry, looked up): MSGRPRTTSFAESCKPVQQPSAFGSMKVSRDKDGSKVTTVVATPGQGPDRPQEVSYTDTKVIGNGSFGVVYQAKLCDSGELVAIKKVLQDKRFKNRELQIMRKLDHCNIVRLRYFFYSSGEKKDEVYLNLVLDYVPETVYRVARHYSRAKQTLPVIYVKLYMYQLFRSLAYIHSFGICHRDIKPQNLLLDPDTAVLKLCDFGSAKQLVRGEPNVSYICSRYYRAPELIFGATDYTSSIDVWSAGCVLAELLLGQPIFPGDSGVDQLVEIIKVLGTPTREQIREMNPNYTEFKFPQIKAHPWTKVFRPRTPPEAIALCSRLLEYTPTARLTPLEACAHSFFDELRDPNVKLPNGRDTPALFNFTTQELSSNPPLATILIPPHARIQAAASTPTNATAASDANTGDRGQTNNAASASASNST
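Test system: GST-tagged human GSK3beta kinase, cell-free; evaluation: activity score scaled between in-plate DMSO and GW8510 controls; measured by: ADP-Glo luminescence; incubation: 60 min reaction, RT; benchmarks: DMSO and 20 µM GW8510; reagent: peptide substrate plus 25 µM ATP (final); medium: Tris/MgCl2 kinase buffer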
KCNK3 inh: human KCNK3 channel inhibition, primary screen; O14649; CHO-KCNK3 thallium flux, FluxOR fluorescence; stronger effect = lower value; B-score at 10 µM; 340,000 compounds, 0.84% hits; AID 602410;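 active means B-score under library mean minus 4 SD, starting fluorescence ratio at most library mean plus 5 SD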;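 further: more negative B-score means stronger inhibition of thallium flux through KCNK3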
PolyA inhibitor: blocks polyadenylation in yeast reporter cells; S. cerevisiae SKY197-pL101 polyadenylation reporter, beta-gal luminescence; efflux-impaired pdr1/pdr3 knockout yeast; score 100 = 6 SD above DMSO; 300,000 compounds, 0.02% hits; calls only at 12 µM;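 active means lowest replicate activity score at least 50, where 100 means six control SD above control mean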;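 further: yeast exposed to compound for 9 h at 30 °C; higher score means more reporter readthrough which indicates perturbed polyadenylation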
hERG protect: shields human hERG channel from block by proarrhythmic agents. Q12809. CHO-hERG, FluxOR thallium flux, dofetilide IC70 present. activation (rescue from dofetilide block), less the hit threshold, % at 10 µM. 310,000 compounds, 0.51% hits;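 active means activation above the mean of controls blocked by dofetilide plus 5 SD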;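 further: thallium influx through hERG after potassium depolarization seen as dye fluorescence rise; in these data hits start at about 4.7%; inactives centre near -7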
KCNQ1 act: potentiators or activators of human KCNQ1 potassium channel; P51787; CHO-K1 KCNQ1, thallium flux FluxOR fluorescence; stronger effect = higher value; B-score at 10 µM; 310,000 compounds, 0.35% hits; AID 2648;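 active means fluorescence ratio B-score, a plate-corrected score, at least three library SD, with initial intensity B-score within 5 SD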
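Schedule – 37 °C overnight plating, 90-min dark dye load, 20-min compound pretreatment · System – stable KCNQ1 CHO-K1 line · Probe or stimulus – thallium- and potassium-containing depolarizing buffer · Measured by – kinetic FluxOR fluorescence, 10 s baseline plus 110 s post-stimulus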
Dyrk1A ADPGlo: blocks rat Dyrk1A kinase activity; Q63470; ADP-Glo luminescence, NFATc1 peptide; inhibition, % at 12.5 µM; 310,000 compounds, 0.43% hits; AID 504441; in the data active means inhibition above about 50%;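 further: plate controls were vehicle with enzyme for no effect and no enzyme for full effect; many of its hits are not listed in these tables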
Starred values were filed as active, the others as inactive; i = inactive; . = no result given. An excerpt. The share of hits here may be higher or lower than overall.

Values in the order – RGS4 block | RGS4 act | KCNK9 inh | GSK3A inh | KCNQ1 inh | GSK3B inh | KCNK3 inh | PolyA inhibitor | hERG protect | KCNQ1 act | Dyrk1A ADPGlo
COc1ccc(NC(=S)Nc2ccccn2)c(OC)c1
 : i | i | i | 1 | i | 0 | i | i | 5.2* | i | 19
CCOC(=O)Cc1nnc(NC(=O)c2ccccc2OC)s1
 : i | i | i | -1 | i | -1 | i | i | -5 | i | -2
Cc1cc(CN(C)C(=O)C2CCC(=O)N(CCc3ccccc3)C2)n[nH]1 (stereo not given)
 : i | i | i | . | i | 1 | i | i | -10 | i | -4
COc1ccc(OC)c(NC(=O)CN(C)CC(=O)Nc2ccccc2Cl)c1
 : i | i | i | 0 | i | 3 | i | i | 0 | i | -6
CCCc1cc(=O)oc2cc(OCC(=O)NC(Cc3ccc(Cl)cc3)C(=O)O)ccc12 (stereo not given)
 : i | i | i | -6 | i | 0 | i | i | -9 | i | 5
Oc1ccc(/C=N/Nc2ccccc2)cc1
 : i | i | i | 0 | i | -2 | i | i | -16 | i | -2
Cc1ccccc1-n1c(C)cc(/C=C(\C#N)C(=O)NCC2CCCO2)c1C (stereo not given)
 : i | i | i | 0 | i | 1 | i | i | -8 | i | -3
Cc1cc(=O)[nH]c(N/N=C/c2c(C)nn(-c3ccccc3)c2C)n1
 : i | i | i | -1 | i | -3 | i | i | -16 | i | -4
CCOc1ccc(NC(=O)C2CCN(S(=O)(=O)c3ccc4c(c3)C(C)(C)C(=O)N4C)CC2)cc1
 : i | i | i | -1 | i | -1 | i | i | -5 | i | 2
Cc1noc(C)c1C(=O)Nc1ccc2c(c1)CCC2
 : i | i | i | -2 | i | -4 | i | i | -6 | i | 2
CCOC(=O)C1=C(CN2CCN(C(=O)c3ccco3)CC2)NC(=O)NC1c1ccc(F)cc1 (stereo not given)
 : i | i | i | 2 | i | 1 | i | i | -5 | i | -5
Cc1c(OC(C)C(=O)NCC(O)c2ccccc2)ccc2c3c(c(=O)oc12)CCC3 (stereo not given)
 : i | i | i | 1 | i | -1 | i | i | -5 | i | .
COCC(=O)NCCc1nc2ccccc2[nH]1
 : i | i | i | -2 | i | 2 | i | i | -4 | i | 2
COc1ccccc1CNc1ccccc1F
 : i | i | i | -4 | i | -3 | i | i | -3 | i | -2
COc1ccc(/C=C(\NC(=O)c2ccccc2)C(=O)N2CCN(C)CC2)cc1OC
 : i | i | i | -2 | i | 2 | i | i | -10 | i | -3
N#CC(C#N)=Cc1cc2ccccc2nc1N1CCCCC1
 : i | i | i | 1 | i | 2 | i | i | -11 | i | 9
O=C(CN1CCC(NC(=O)Cc2ccccc2)CC1)Nc1cccc2ccccc12
 : i | i | i | -3 | i | 1 | i | i | -7 | i | 7
Cc1cc(C)nc(SC2CC(=O)N(c3ccc(C)c(C)c3)C2=O)n1 (stereo not given)
 : i | i | i | -2 | i | 1 | i | i | -2 | i | -6
O=C(NCCCN1CCOCC1)C(=O)NCC1OCCN1S(=O)(=O)c1ccc(Br)cc1 (stereo not given)
 : i | i | i | 0 | i | -1 | i | i | -2 | i | 2
O=C(NCc1cccc(Br)c1)C1CC2Cn3c(nc4ccccc43)C2N1Cc1ccccc1 (stereo not given)
 : i | i | i | -2 | i | 0 | i | i | -11 | i | -7
CCOC(=O)N1CCN(S(=O)(=O)c2ccc(C(=O)N(CCCN(C)C)c3nc4c(C)c(C)ccc4s3)cc2)CC1
 : i | i | i | 2 | i | -5 | i | i | -18 | i | 2
O=C(Oc1cccnc1)c1ccc([N+](=O)[O-])cc1
 : i | i | i | 2 | i | 2 | i | i | -5 | i | 1
Cc1noc(C)c1COC(=O)[C@H](C)NS(=O)(=O)c1ccc(Cl)c(Cl)c1
 : i | i | i | 3 | i | 0 | i | i | -10 | i | -2
CC(C)CC1Nc2ncnc(N3CCCCC3)c2N(Cc2ccc(Br)cc2)C1=O (stereo not given)
 : i | i | -14* | -2 | i | -3 | i | i | -13 | i | 6
CN1CCN(CCCNC(=O)c2ccc(/C=C3\Oc4ccccc4N(Cc4ccccc4F)C3=O)cc2)CC1
 : i | -8.3* | i | 3 | i | -4 | i | i | -20 | i | -1
COc1ccc2c(c1)nc(SCC(=O)c1cccs1)n2C
 : i | i | i | 1 | i | 5 | i | i | -2 | i | 17
Cc1ccccc1CNC(=O)CCn1nc(C)c2c(C)n(-c3ccccc3)nc2c1=O
 : i | i | i | -2 | i | 1 | i | i | -13 | i | -1
CCOC(=O)CN(C(=O)c1ccccc1[N+](=O)[O-])C(C)(C)C
 : i | i | i | 0 | i | 2 | i | i | -8 | i | -4
CCCOc1ccc2nc(C)c(CCC)c(SC(=N)N)c2c1
 : i | i | i | 2 | i | 1 | i | i | -6 | i | 9
Cc1c(C(=O)N2CCc3ccccc3C2)oc2ccc(Br)cc12
 : i | i | i | -4 | i | 4 | i | i | -21 | i | 12
Cc1cc2c(NC3CCCCC3)ncnc2s1
 : i | i | i | -2 | i | -4 | i | i | -7 | i | 9
CC1(C)C(CO)=CC(=O)C2=C1SCC(=O)N2
 : i | i | i | -2 | i | 0 | i | i | -11 | i | -12
COc1ccc(NS(=O)(=O)c2ccc(N3CCCC3=O)cc2)cn1
 : i | i | i | -1 | i | 0 | i | i | -6 | i | -2
C=CCC1C=CCC(CC=C)N1C(=O)c1ccccc1[N+](=O)[O-] (stereo not given)
 : i | i | i | -1 | i | -1 | i | i | -7 | i | -5
CCOc1ccc(S(=O)(=O)NCc2cccnc2)cc1
 : i | i | i | -2 | i | 1 | i | i | 0 | i | -5
Cc1ccc(OCC(=O)Nc2ccc(N3CCOCC3)cc2)c([N+](=O)[O-])n1
 : i | i | i | . | i | . | i | i | -10 | i | .
CC(C)N(Cc1nc(-c2ccccc2)no1)C(=O)CCCN1C(=O)c2ccccc2C1=O
 : i | i | i | -1 | i | -2 | i | i | -4 | i | -4
Cc1c(NC(=O)C(C)Oc2ncnc3ccccc23)c(=O)n(-c2ccccc2)n1C (stereo not given)
 : i | i | i | -1 | i | 5 | i | i | -5 | i | 3
CC[n+]1ccc(C)c2cc(SC(F)(F)F)ccc21
 : i | i | i | 2 | i | 0 | i | i | -11 | i | -1
Cc1nc2ccccc2nc1CN1CCC(CO)(CC2CCCCO2)CC1 (stereo not given)
 : i | i | i | -1 | i | 3 | i | i | -13 | i | -12
O=C(O)c1ccccc1C(=O)Nc1ccc(-n2ccc(C(F)(F)F)n2)cc1
 : i | i | i | -2 | i | 1 | i | i | -8 | i | 7
Cc1cc2ccccn2c1C(=O)c1cccc([N+](=O)[O-])c1
 : i | i | i | -1 | i | -1 | i | i | -10 | i | 2
COc1cccc(-n2nnc3c(=O)n(CC(=O)Nc4ccc(C)cc4)cnc32)c1
 : i | i | i | -3 | i | -2 | i | i | -17 | i | -1
CCc1ccc(NC(=O)NNC(=O)CCc2ccccc2)cc1
 : i | i | i | 2 | i | 1 | i | i | -9 | i | 3
O=C(CCC(=O)OCC(F)(F)C(F)F)Nc1ccc(F)cc1F
 : i | i | i | -3 | i | 1 | i | i | 1 | i | -2
COC(=O)c1ccc(NC(=S)NCCCN2CCCC2=O)cc1
 : i | i | i | -1 | i | -3 | i | i | -5 | i | -10
COc1ccc([C@@H]2C[C@@H](c3ccccc3)Oc3cc(C)cc(C)c32)cc1
 : i | i | i | . | i | -1 | i | i | -7 | i | -2
CCCCOCC(O)CCc1n[nH]c(=S)n1-c1ccccc1 (stereo not given)
 : i | i | i | -2 | i | 0 | i | i | -3 | i | -5
Cc1cccc2c1-c1sc(C(=O)N3CCc4ccccc4C3)cc1CO2
 : i | i | i | -2 | i | 2 | -8.7* | i | -7 | i | 0
Cc1csc2ncc(C(=O)NCc3ccccc3Cl)c(=O)n12
 : i | i | i | -2 | i | 2 | i | i | -9 | i | 6
Cc1ccc2nc(SC(C)C(=O)N3CCCC3)[nH]c2c1 (stereo not given)
 : i | i | i | -12 | i | -2 | i | i | -8 | i | 2
Cc1ccc(-c2nnn(CC(=O)N(c3ccccc3)C(C(=O)NC3CCCC3)c3ccco3)n2)o1 (stereo not given)
 : i | i | i | -1 | i | 2 | i | i | -8 | i | 1
C=CCn1c(COc2ccc(Cl)cc2)nnc1SCC(=O)N1CC(=O)Nc2ccccc21
 : i | i | i | -2 | i | -2 | i | i | -14 | i | 7
CCN(CC)NC(=S)Nc1ccccc1
 : i | i | i | -3 | i | -7 | i | i | -14 | i | -1
c1cc(Nc2cccc3nccnc23)c2nccnc2c1
 : i | i | i | 1 | i | -7 | i | i | -11 | i | 41
Cc1cc(-n2cnc(-c3cn(C)nc3C)n2)no1
 : i | i | i | -2 | i | -1 | i | i | -5 | i | -6
Cc1c(CC(=O)NCCCO)c(=O)oc2cc3c(cc12)CCC(C)(C)O3
 : i | i | i | -1 | i | 3 | i | i | -1 | i | 4

In the list so far, these have bromine.
Values in the order – RGS4 block | RGS4 act | KCNK9 inh | GSK3A inh | KCNQ1 inh | GSK3B inh | KCNK3 inh | PolyA inhibitor | hERG protect | KCNQ1 act | Dyrk1A ADPGlo
O=C(NCCCN1CCOCC1)C(=O)NCC1OCCN1S(=O)(=O)c1ccc(Br)cc1 (stereo not given)
 : i | i | i | 0 | i | -1 | i | i | -2 | i | 2
O=C(NCc1cccc(Br)c1)C1CC2Cn3c(nc4ccccc43)C2N1Cc1ccccc1 (stereo not given)
 : i | i | i | -2 | i | 0 | i | i | -11 | i | -7
CC(C)CC1Nc2ncnc(N3CCCCC3)c2N(Cc2ccc(Br)cc2)C1=O (stereo not given)
 : i | i | -14* | -2 | i | -3 | i | i | -13 | i | 6
Cc1c(C(=O)N2CCc3ccccc3C2)oc2ccc(Br)cc12
 : i | i | i | -4 | i | 4 | i | i | -21 | i | 12
